EPAC2 ag: EPAC2 (human) agonism; Q8WZA2; 360,000 tested, 0.079% active; Potency, µM (series often up to 154 µM), for the others: at the highest dose activation, most hits filed as activators; EPAC2 activation, biochemical qHTS; response scale: 100% = 6.5 mM cAMP response; note: potency is the fitted concentration of half-maximal effect; nearly all actives have a fitted effect of over 50% in size
Target sequence (Q8WZA2 whole entry, looked up): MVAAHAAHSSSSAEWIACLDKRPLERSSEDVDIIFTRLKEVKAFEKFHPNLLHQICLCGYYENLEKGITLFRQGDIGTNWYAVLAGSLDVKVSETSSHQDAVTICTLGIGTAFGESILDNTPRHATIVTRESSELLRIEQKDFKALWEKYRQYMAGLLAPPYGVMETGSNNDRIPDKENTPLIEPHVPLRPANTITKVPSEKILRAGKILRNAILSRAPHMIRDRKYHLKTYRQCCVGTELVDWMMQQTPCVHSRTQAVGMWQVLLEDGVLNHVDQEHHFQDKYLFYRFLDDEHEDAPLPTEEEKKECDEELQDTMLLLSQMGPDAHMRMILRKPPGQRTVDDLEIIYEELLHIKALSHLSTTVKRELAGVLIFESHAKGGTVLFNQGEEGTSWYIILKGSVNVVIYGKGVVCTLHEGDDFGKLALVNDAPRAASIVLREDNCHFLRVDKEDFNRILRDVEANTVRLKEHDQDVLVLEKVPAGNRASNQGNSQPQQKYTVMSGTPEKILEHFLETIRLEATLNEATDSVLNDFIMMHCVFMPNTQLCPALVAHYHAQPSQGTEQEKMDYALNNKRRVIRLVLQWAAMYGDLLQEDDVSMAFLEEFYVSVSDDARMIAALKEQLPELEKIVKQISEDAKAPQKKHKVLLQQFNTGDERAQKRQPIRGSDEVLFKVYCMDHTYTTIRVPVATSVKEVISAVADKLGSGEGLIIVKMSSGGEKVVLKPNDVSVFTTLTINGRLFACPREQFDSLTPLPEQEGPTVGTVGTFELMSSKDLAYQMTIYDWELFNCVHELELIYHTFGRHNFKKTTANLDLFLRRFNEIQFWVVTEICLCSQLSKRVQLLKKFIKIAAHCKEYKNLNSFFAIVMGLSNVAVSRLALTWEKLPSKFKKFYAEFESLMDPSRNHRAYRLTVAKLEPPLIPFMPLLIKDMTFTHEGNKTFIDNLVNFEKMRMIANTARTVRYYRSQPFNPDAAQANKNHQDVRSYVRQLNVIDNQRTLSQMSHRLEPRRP
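Compounds were titrated in qHTS against a Rap1B-BODIPY-GDP (250 nM) complex with EPAC2 (100 nM) and GDP (50 uM). BODIPY-GDP release tracked at 480/540 nm over 30 min at room temperature, normalized to 6.5 mM cAMP.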
CCT chaperon mod: modulators of cytosolic chaperonin (CCT/TRiC) activity; purified chaperonin ATPase assay, HTRF ADP detection, 30 min; activity change, % (concentration not given with the values), hits read low; 360,000 tested, 0.3% active; AID 651819; in the data active = activity change below about -30%; note: % is set by controls: 0 for no effect and ±100 for the full control effect
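TRiC at 40 or 20 nM final (batch-dependent) in 30 mM Tris pH 7.4, 100 mM KCl, 5 mM MgCl2, 1 mM DTT, with compound at single 76 uM and 10 uM ATP, 30 min at 37 deg C. ADP detected by HTRF Transcreener, 665/615 ratio.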
A549 tox: A549 cytotoxicity, counter-screen for Nrf2 inhibitors; A549 ARE-Fluc cells, CellTiter-Fluor viability, 18-24 h; Potency, µM (top dose mostly 46 µM), inactives show at the highest dose activity change, negative = cytotoxicity, most hits filed as inhibitors; 390,000 tested, 0.16% active; AID 504648; note: potency is the fitted concentration of half-maximal effect; % is set by controls: 0 for no effect and ±100 for the full control effect
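A549 ARE-Fluc cells in 5% FBS OPTI-MEM, 5000 cells/well, rested 2 h then exposed to compounds in concentration-response for 18-24 h at 37 °C. Viability by CellTiter-Fluor fluorescence (Ex 405/Em 525) after 30 min; luciferase luminescence (BugLite, 15 min, RT) read afterwards.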
Nrf2 ARE act: activators of Nrf2 (ARE) signaling; AREc32 ARE-luciferase reporter (MCF7-derived line), luminescence, 24 h; Potency, µM (titrated, usually from 46.1 µM), inactives show top-dose activation, most hits filed as activators; 410,000 tested, 0.31% active; AID 624171; note: potency is the fitted concentration of half-maximal effect; % of control where 0% means no effect; nearly all actives have a fitted effect of over 65% in size
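ARE-driven firefly luciferase activity in AREc32 cells measured after a 24 hr compound exposure at 37 deg C, using Steady-Glo reagent and a 30 min room-temperature hold.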
MmCpn inh: blocks the Methanococcus maripaludis chaperonin Mm-Cpn | purified Mm-Cpn ATPase, ADP Transcreener TR-FRET | Potency, µM (top dose mostly 76.9 µM), for inactives: top-dose activity, negative = inhibition, most hits filed as inhibitors | 330,000 tested, 0.031% active | AID 504842; note: potency is the fitted concentration of half-maximal effect; % is set by controls: 0 for no effect and ±100 for the full control effect; nearly all actives have a fitted effect of over 80% in size
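Purified archaeal chaperonin (25 nM final) was preincubated with compound for 10 min at 37°C, then ATP (10 uM final) was added for 30 min at 37°C in Tris pH 7.4/KCl/MgCl2/DTT buffer. ADP was quantified by HTRF Transcreener TR-FRET.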
pAkt inh: blocks phosphorylation of Akt; AID 651550; activity change, % for hits at 50 µM; Neuro2A IGF-stimulated pAkt S473 HTRF, 20 min; stronger effect = lower value; 360,000 tested, 0.32% active; in the data active = activity change below about -80%; inconclusive = mostly about -51% to -80%; note: % is set by controls: 0 for no effect and ±100 for the full control effect
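Single-point screen (50 µM final compound) in Neuro2A cells stimulated 20 min with 6 nM IGF at 37 deg C. After lysis, Ser473-phosphorylated Akt read by HTRF (ex 330 nm, em 615/665 nm) as the 665/615 ratio.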
Nrf2 inh: inhibitors of Nrf2 signaling | A549 ARE-Fluc reporter, luciferase luminescence, 18-24 h | Potency, µM (series often up to 46 µM), for inactives: at the top dose activity change, negative = inhibition, usual class: inhibitors | 360,000 tested, 2.1% active | AID 504444; note: potency is the fitted concentration of half-maximal effect; % is set by controls: 0 for no effect and ±100 for the full control effect; nearly all actives have a fitted effect of over 60% in size
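Nrf2 function is reported as luminescence of an ARE-controlled luciferase in A549 cells. Compounds were tested at several concentrations, and a CellTiter-Fluor read on the same wells flagged cytotoxicity.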
TGFb SMAD3 inh: inhibitors of TGF-b signaling | HepG2 CAGA-GFP TGF-b/SMAD3 reporter, GFP fluorescence, 18 h; TGF-beta stimulated, 500 pg/mL final | Potency, µM (titrated, usually from 46.1 µM), inactives show at the highest dose activity, negative = inhibition, actives largely listed as inhibitors | 410,000 tested, 1.2% active | AID 588855; note: potency is the fitted concentration of half-maximal effect; % is set by controls: 0 for no effect and ±100 for the full control effect; nearly all actives have a fitted effect of over 65% in size
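HEPG2 CAGA-GFP cells (1000/well, DMEM with 1% FBS) were pre-incubated 2 h at 37 degrees C, given compound by pin tool, then stimulated with TGF-beta at 500 pg/mL final for 18 h before per-cell GFP fluorescence imaging.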
EPAC2 antag: blocks human EPAC2 exchange factor; AID 720708; Potency, µM (doses to about 114 µM), without a hit: at the highest dose activity, negative = inhibition, hits mostly inhibitors; EPAC2 GEF exchange of Rap1B-BODIPY-GDP, fluorescence; 360,000 tested, 0.18% active; Q8WZA2; note: potency is the fitted concentration of half-maximal effect; % is set by controls: 0 for no effect and ±100 for the full control effect; nearly all actives have a fitted effect of over 45% in size; many of its hits are not listed in these tables
Starred values were filed as active, the others as inactive; i = inactive; ? = inconclusive; nt = no result given; & = joins results of further samples; [ ] = remark or other dose. Unless noted, calls come from the whole dose curve; as a rule, active = well fitted curve in the direction sought with a large enough effect; inconclusive = small, poorly fitted or top-dose-only effect, or another doubt; inactive = no such curve, though single readings can be large; an effect the other way counts as inactive or inconclusive.

SMILES	EPAC2 ag	CCT chaperon mod	A549 tox	Nrf2 ARE act	MmCpn inh	pAkt inh	Nrf2 inh	TGFb SMAD3 inh	EPAC2 antag
COc1ccc(C(=O)NCCNc2nc3ccc(C)cc3cc2C#N)cc1	-4%	-0.7	-3%	0.8%	-17%	i	?	-25%	-6%
Oc1cc(NCc2cccnc2)ccc1-c1nc2ccccc2o1	11%	-2.3	-1%	17%	-2%	i	?	-26%	-5%
CC(=O)Oc1ccc(C(=O)[C@H]2[C@H]3C(=O)N(c4ccc(C)cc4C)C(=O)[C@H]3[C@@H]3C=CC=NN32)cc1	16%	-3.3	-7%	2.7%	-1%	i	-3%	20%	-8%
CCCN1CCN(C(=O)CS(=O)(=O)Cc2nc(-c3cccc(OC)c3)oc2C)CC1	7%	-0.4	1%	-0.1%	1%	i	-20%	-8%	8%
Cc1csc(Cn2c(CN(C)C)nc3ccccc3c2=O)n1	2%	1.1	-1%	2.1%	-2%	i	6%	10%	-3%
COc1cccc(C(=O)NC2CCCC2)c1	9%	-2.9	1%	3.4%	1%	i	23%	-11%	3%
C/C(CC(=O)NCCCN1CCOCC1)=N\NC(=O)COc1ccc(C)cc1	8%	-4.7	-2%	3.0%	0%	i	-6%	0%	-3%
CCOC(=O)C1=C(C)NC(C)=C(C(=O)OC)C1c1ccco1 (centres undefined)	9%	-3.6	?	0.0%	0%	i	-1%	0%	-19%
O=c1c2ccccc2nnn1CSc1nnc2ccccn12	4%	-0.5	-4%	0.1%	2%	i	?	-2%	-1%
COC(=O)c1cccc(S(=O)(=O)N2CCOCC2)c1	2%	-1.4	-1%&-2%	-0.1%	0%	i	?	-6%&-1%	7%
O=C(/C=C/[C@H]1O[C@@H](n2cnc3c(NC(=O)c4ccccc4)ncnc32)[C@H](O)[C@@H]1O)N[C@@H](CO)Cc1c[nH]c2ccccc12	1%	-2.2	nt	-0.6%	nt	i	nt	-2%	6%
Cc1cc2ncn(CC(O)COc3cccc(C(=O)O)c3)c2cc1C (centres undefined)	2%	-0.2	-7%	-0.2%	1%	i	11%	1%	-5%[57.1 µM]
CC(C)CNS(=O)(=O)c1cc(C(=O)OCC(=O)N(C)C2CCS(=O)(=O)C2)c(Cl)cc1Cl (centres undefined)	6%	-0.9	2%	-0.1%	0%	i	0%	1%	-11%
Cc1ccc(C)c(NC(=O)c2ccccn2)c1	6%	-1.0	2%	3.4%	0%	i	?	?	-8%
COc1cc(C2C(C#N)=C(N)Oc3n[nH]c(-c4ccncc4)c32)cc(OC)c1OC (centres undefined)	-1%	-0.7	-6%	-0.1%	-4%	i	8%	-2%	13%
Cc1ccccc1-n1nnnc1SCC(=O)N(C)C1CCS(=O)(=O)C1 (centres undefined)	-4%	-5.0	0%	-0.4%	-2%	i	10%	-8%	-13%
CCOC(=O)c1cnc2ccc(Cl)cc2c1Nc1ccc(OCC)cc1	nt	nt	-6%	7.4%	nt	nt	3%	9%	nt
CN(C)S(=O)(=O)c1ccc(Cl)c(NC(=O)CSc2nc3c(cc2C#N)C(=O)CCC3)c1	13%	-1.9	-12%	-0.5%	1%	i	15µM*	0%	2%
CCOc1ccc(N(Cc2cc3ccc(C)cc3[nH]c2=O)S(=O)(=O)c2ccccc2)cc1	6%	1.7	2%	0.1%	-8%	i	-1%	?	-8%
Cc1ccc(C)c(N(CC(=O)NCc2ccco2)C(=O)CCC(=O)Nc2nccs2)c1	11%	-1.3	-1%	1.1%	3%	i	-14%	-22%	7%
CCOC(=O)COc1cc2c(C(=O)OCC)c(C)oc2cc1Br	-15%	1.0	-6%	-0.6%	-1%	i	-11%	0%	12%
Cc1nn(C)c(Cl)c1/C=N/OC(=O)c1ccc(F)cc1	8%	-1.3	-3%	0.3%	-3%	i	0%	-1%	-16%
N#Cc1nc(-c2ccc(OCc3ccccc3)cc2)oc1N1CCOCC1	2%	-3.1	-1%	2.7%	0%	i	nt	0%	-3%
COc1ccc(-c2cc(C(=O)OCC(=O)N(C)C)c3ccccc3n2)cc1	13%	0.9	1%	0.1%	1%	i	-20%	1%	0%
CCCc1cnc(N2CCN(C(=O)c3ccc(OC)cc3)CC2)nc1	-9%	1.5	-3%	4.1%	0%	i	?	?	-5%
The results go on.
SMILES	EPAC2 ag	CCT chaperon mod	A549 tox	Nrf2 ARE act	MmCpn inh	pAkt inh	Nrf2 inh	TGFb SMAD3 inh	EPAC2 antag
CCC(C)(C(=O)NC1CCCCC1)N(Cc1cccs1)C(=O)c1ccccn1 (centres undefined)	-5%	1.9	-9%	0.5%	3%	i	4%	-5%	13%
CCOc1ccc(Nc2nc(N3CCOCC3)nc(N3CCOCC3)n2)cc1	6%	-6.8	11%	-0.3%	-1%	i	?	15%	-2%
COc1ccc(Oc2ccc(NC(=O)c3ccccc3C)cc2)cc1	3%	-0.7	-14%	0.1%	1%	i	?	-7%	3%
CC(C)C[C@H](NC(=O)Nc1cccc(Cl)c1)C(=O)O	-4%	-1.1	-6%	-0.8%	-1%	i	-12%	8%	-17%[57.1 µM]
CCCn1c(=O)[nH]c(=O)c2c1nc(-c1ccccc1OC(F)F)n2CCOC	5%	1.0	-6%	-0.5%	1%	i	-38%	8%	-8%[57.1 µM]
O=C(O)CC1SC(=Nc2cccc(O)c2)NC1=O (centres undefined)	8%	-10	-8%	-0.6%	-1%	i	-10%	-26%	0%
CC(C)N(Cc1cc2ccccc2[nH]c1=O)C(=O)C1CCCCC1	4%	-6.9	-1%	2.4%	1%	i	19%	-2%	0%[57.1 µM]
O=C1c2ccccc2-c2nc3ncnn3c(-c3ccccc3Cl)c21	14%	-1.3	-12%	17%	0%	i	-12%	6%	-12%
COc1ccccc1COC(=O)N/C=C/c1ccco1	25%	-1.2	0%	15%	4%	i	?	-9%	-7%
O=C1C=CC(O)(c2cc(=O)c3c(O)cc(O)cc3o2)C=C1	5%	0.7	?	-3.0%	-1%	i	?	4µM*	-15%
CCOC(=O)C1=C(CC)Nc2ccccc2N=C1NC(=O)c1cc(S(=O)(=O)N2CCOCC2)ccc1C	7%	-4.2	-12%	0.5%	1%	i	-8%	17%	2%
C[C@H](CO)N1C[C@H](C)[C@@H](CN(C)S(=O)(=O)c2cn(C)cn2)Oc2ccc(NC(=O)C3CCCCC3)cc2C1=O	8%	-0.1	7%	-0.6%	0%	i	8%	0%	-3%
CCOc1ccc2c(C)c(C)c(=O)oc2c1OCC	-1%	0.1	-6%	-0.9%	-2%	i	?	-29%	-3%
Cc1onc(-c2ccccc2)c1C(=O)OCC(=O)Nc1ccc(OC(F)(F)F)cc1	-5%	-1.0	-8%	0.8%	-7%	i	23µM*	13µM*	-24%
O=C(Cn1cc2c(n1)CCCCC2)NCCN1CCOCC1	6%	-3.0	-5%	-0.1%	-4%	i	17%	-2%	-2%
COc1ccc(N2C(=O)c3ccccc3NC2c2ccc(NC(C)=O)cc2)c(OC)c1 (centres undefined)	8%	1.5	-14%	-0.4%	-1%	i	-3%	0%	-2%
CC(C)S(=O)(=O)c1cnc(-c2cccnc2)nc1N	3%	2.4	-9%	2.1%	0%	i	-12%	-25%	1%
CCc1ccc(O)c(C(=O)c2cnc3cc(-c4ccc(C)cc4)nn3c2)c1	nt	nt	-6%	0.8%	nt	nt	11%	-7%	nt
Cc1cc(C)n2nc(C(=O)NC(C)(C)C)nc2n1	-11%	-3.4	-1%	-0.4%	0%	i	-5%	0%	-2%
CC1(C)Cc2cccc(OCC(=O)N3CCN(c4cccc(C(F)(F)F)c4)CC3)c2O1	3%	-3.4	1%	-0.6%	-6%	i	-25%	?	-18%
COc1ccc(S(=O)(=O)N2CCCCC2)cc1NS(=O)(=O)c1cc(Cl)ccc1Cl	7%	-2.6	-1%	-0.4%	2%	i	-15%	?	-1%
CCCCN1C=C(C(=O)OC)C(c2ccccc2C(F)(F)F)C(C(=O)OC)=C1	-18%	1.3	-5%	-1.1%	0%	i	12%	-11%	1%
COc1ccc(S(=O)(=O)n2nc(OC(C)=O)cc2N)cc1	3%	-0.9	-1%	-0.4%	nt	i	0%	36%[activator]	-22%
CC1CCN(Cc2nc(-c3ccc(Cl)cc3)no2)CC1	8%	-0.7	-11%	2.3%	-1%	i	?	8%	-10%
Cc1ccc(CN(C)C(=O)c2ccccc2Sc2ccccc2C#N)cc1	16%	-0.8	1%	-0.4%	-1%	i	-12%	-25%	?
Additional compounds follow.
SMILES	EPAC2 ag	CCT chaperon mod	A549 tox	Nrf2 ARE act	MmCpn inh	pAkt inh	Nrf2 inh	TGFb SMAD3 inh	EPAC2 antag
COc1ccccc1-c1c(C)nn2c(N3CCN(c4ccccc4OC)CC3)cc(C)nc12	12%	-1.5	2%	-1.0%	1%	i	-5%	-19%	-13%
CC(=O)N/C(=C\c1ccccc1)C(=O)OCCCOC(=O)/C(=C/c1ccccc1)NC(C)=O	3%	1.1	-4%	3.1%	1%	i	-19%	0%	-1%
Nc1nc(CN2CCCCCC2)nc(Nc2ccc(F)cc2)n1	-7%	-0.1	-2%	-0.2%	0%	i	-5%	5%	-2%
CC(C)COC(=O)NCCCOC(=O)Nc1ccccc1	-16%	-0.8	1%	0.1%	3%	i	-5%	0%	-5%
COc1ccc(NC(=O)c2cc(C(C)C)on2)cc1OC	2%	-2.7	-14%	1.8%	1%	i	0%	7%	-2%
COc1ccc(OC)c(-c2csc(NC(=O)Cn3[nH]c(=O)c4ccccc4c3=O)n2)c1	11%	1.4	-17%	2.5%	-4%	i	10µM*	-36%	20%

From PubChem

These rows are one share of the data; the hit share may differ from the screen's.
